# RMI-FANCM inh: inhibitors of human RMI core complex binding to FANCM MM2. Fluorescence polarization, RMI core complex with F-MM2 peptide; active compounds read low. FP signal (polarization) at 33 µM. 70,000 compounds, 0.58% hits. AID 1159607; in the data active means FP signal below about 40; further: inactives centre near 61; strong numbers were not always called active; unit not given here
# Starred values were filed as active, the others as inactive; & = joins results of further samples.
smiles | RMI-FANCM inh
COc1ccccc1NCC(O)CN1c2ccccc2Sc2ccccc21 (stereo not given) | 59
CCOC(=O)c1cncc(C#CCOC(=O)c2ccc(Cl)cc2)c1 | 57
O=S(=O)(NCCOc1ccc2c(c1)OCO2)c1ccc(OC(F)(F)F)cc1 | 60
COc1ccc(-c2cnc(SCCNC(=O)c3ccccc3Br)[nH]2)cc1 | 59
COc1cc(C(C)=O)ccc1OCC(O)CN1CCCCC1 (stereo not given) | 62
CCOc1ccc(NC(=O)c2sc3nc4c(c(-c5ccccc5)c3c2N)C(=O)CC(C)(C)C4)cc1 | 77
COc1ccc(C(=O)NCCc2sc(-c3ccc(OC)c(OC)c3)nc2C)cc1 | 62
CC(NC(=O)Nc1ccc(Cl)cc1)C(c1cccs1)N1CCOCC1 (stereo not given) | 58
C#C[C@]1(O)CCC2C3CCC4=CC(=O)CC[C@@H]4C3CC[C@@]21C (stereo not given in full) | 64
COc1ccc(CCNC(=O)CSc2nn3c(=O)c(C)nnc3s2)cc1OC | 57
Cc1c(-c2ccnn2C(=O)c2cccs2)cnn1-c1ccccc1 | 64
Cc1ccc(C(=O)N2CCN(c3nccnc3C#N)CC2)cc1 | 57
COc1ccccc1-c1nnc(C2CCN(C(=O)c3ccc4c(c3)OCO4)CC2)s1 | 62
Cc1onc(-c2ccccc2Cl)c1C(=O)NNC(=O)c1cc(C)n(C(C)(C)C)n1 | 53
CCc1ccc(-c2csc(/C(C#N)=C\Nc3cccc(C)c3C)n2)cc1 | 66
CSc1nc(C)nc(Sc2cccc(C(F)(F)F)c2)c1C#N | 55
CCCCn1c(SCc2nc(-c3ccc(OC)cc3)oc2C)nc2ccccc2c1=O | 68
Cc1ccccc1NC(=O)CSc1nnc2[nH]c(=O)c(C)c(C)n12 | 57
CCCSc1ncccc1C(=O)Nc1cccc2nonc12 | 53
Cc1ccc(C(=O)NCCc2cn3ccsc3n2)cc1 | 58
CCc1ccc(N(C(=O)Nc2cccc(OC)c2)C2=NCCC2)cc1 | 53
O=C(CSc1nnc(Cc2ccc(Cl)cc2)n1-n1cccc1)Nc1ccccc1 | 56
CCn1nccc1C(=O)Nc1ccc(OC)c2ccccc12 | 67
CCn1cnc2cc([N+](=O)[O-])c([N+](=O)[O-])cc21 | 59
O=C(O)COCC(=O)Nc1cnccn1 | 63
CC12CCC(C/C1=N/OC(=O)c1ccc(Cl)c([N+](=O)[O-])c1)C2(C)C (stereo not given) | 60
Cc1nn(-c2ccccc2)c2c1C(c1ccc3c(c1)OCO3)C1=C(CC(C)(C)CC1=O)N2 (stereo not given) | 60
COc1ccc([N+](=O)[O-])cc1NC(=O)c1ccc([N+](=O)[O-])s1 | 57
Cc1ccc(-c2ccc(N3CCN(S(=O)(=O)c4cccnc4)CC3)nn2)cc1 | 72
Cc1ccc2c(c1)nnc1nnc(SCC(=O)O)n12 | 2*
Cc1oc(-c2ccccc2)nc1CSc1nc(-c2ccncc2)cc(=O)[nH]1 | 63
Cc1ccc(NC(=O)N2CCN(c3ccc4nnc(C)n4n3)CC2)cc1F | 68
CC(C)NC(=O)Cn1c(-c2ccncc2)nc2ccccc21 | 61
CC(C)Cc1nnc(NC(=O)/C=C/c2ccco2)s1 | 63
Cc1cnccc1[N+](=O)[O-] | 65
Cc1cc(N2CCN(Cc3ccccc3)CC2)nc(-n2cc([N+](=O)[O-])cn2)n1 | 56
CCOC(=O)c1ccccc1NC(=O)CSc1nnc(C)c2cnn(-c3ccc(F)cc3)c12 | 61
CC(C)C(=O)N1CCc2ccc(NC(=O)CCc3ccccc3)cc2C1 | 128
CS(=O)(=O)c1nsc(S(C)(=O)=O)c1C#N | 63
Clc1ccc2nonc2c1 | 53
CC(C)=NNc1nc(-c2ccc(Br)cc2)cs1 | 56
CCOC(=O)COc1ccccc1/C=C1\Oc2cc(OC)ccc2C1=O | 60
CC(=O)Nc1ccc(OCC(O)Cn2cnc3ccccc32)cc1 (stereo not given) | 59
COc1cc(C(=O)N2CCCC(c3nnc(CC(C)(C)C)o3)C2)cc(OC)c1OC (stereo not given) | 60
COc1ccc(SCCCC(=O)O)cc1 | 70
Cc1ccc(C)c2sc(N(CCN3CCOCC3)C(=O)c3ccno3)nc12 | 63
Cn1c(SCC(=O)NCc2ccccc2)nc2c(-c3ccccc3)c[nH]c2c1=O | 76
COCCNC(=O)CSc1nccn1Cc1ccc2c(c1)OCO2 | 58
CCOc1ncccc1C(=O)Nc1c(C)nc2ccc(C)cn2c1=O | 56
Cc1ccc(C(=O)Cn2cnc(-c3ccc(F)cc3)cc2=O)c(C)c1 | 61
CCOc1ccccc1-n1nnnc1SCC(=O)Nc1nccs1 | 53
COc1cccc2c1c(NC(=O)c1cc3ccccc3s1)nn2C | 54
COc1cc(C)ccc1S(=O)(=O)NCc1cccs1 | 70
O=C(NCCCc1ccccc1)c1ccc2c(=O)nc3c(-c4cccc(C(F)(F)F)c4)n[nH]n3c2c1 | 79
COc1ccc2nc(-c3ccc(OC)c(NC(=O)c4cc(Cl)ccc4OC)c3)cn2n1 | 73
CN1CCN(C(CNC(=O)c2ccc(C#N)cc2)c2ccsc2)CC1 (stereo not given) | 65
O=c1ccc(-c2ccc(F)cc2)nn1CCCNS(=O)(=O)c1ccc2c(c1)OCCO2 | 67
CC(=O)Nc1cccc(NC(=O)C2CCCN2/C=C/C(=O)C(F)(F)F)c1 (stereo not given) | 59
COc1ccc(CC(=O)NCCOc2ccc3c(c2)OCO3)cc1OC | 62
CCN(CC)CCOC(=O)c1ccc(NC(=O)CCCCCN2C(=O)S/C(=C/c3ccc(OC)cc3)C2=S)cc1 | 95

# (cont.)
molecule,RMI-FANCM inh
Cc1cccc(NC(=O)CCc2csc(NC(=O)c3ccc(=O)[nH]c3)n2)c1C,63
O=C(c1ccc(=O)n(Cc2ccc(F)cc2)n1)N1CCN(c2ccccc2)CC1,62
N#Cc1ccc(C(=O)NCCCN2CCOC(c3ccccc3)C2)cc1 (stereo not given),72
Cn1c(SCC(=O)N=S(C)(=O)c2ccc(Cl)cc2)nnc1C(F)(F)F (stereo not given),51
Cn1cnnc1SCCNC(=O)c1ccc(OCc2ccc3ccccc3n2)cc1,60
O=S(=O)(c1ccc(Cl)cc1)N1CCCC(c2nnc(Cc3ccc(F)cc3)o2)C1 (stereo not given),63
N#Cc1cccc(N=C(N)N=C(N)N)c1,63
CCC(=O)N1CCc2ccc(NS(=O)(=O)C(C)C)cc2C1,75
O=C(CSc1nncn1-n1cccc1)Nc1ccc(OC(F)(F)F)cc1,55
O=C(c1nnn(-c2ccccc2)c1CSc1ncccn1)N1CCc2ccccc2C1,64

# A run of entries of the results above, for reference:
molecule,RMI-FANCM inh
Cc1cccc(NC(=O)CCc2csc(NC(=O)c3ccc(=O)[nH]c3)n2)c1C,63
O=C(c1ccc(=O)n(Cc2ccc(F)cc2)n1)N1CCN(c2ccccc2)CC1,62
N#Cc1ccc(C(=O)NCCCN2CCOC(c3ccccc3)C2)cc1 (stereo not given),72
Cn1c(SCC(=O)N=S(C)(=O)c2ccc(Cl)cc2)nnc1C(F)(F)F (stereo not given),51
Cn1cnnc1SCCNC(=O)c1ccc(OCc2ccc3ccccc3n2)cc1,60

# The results go on:
molecule,RMI-FANCM inh
Cc1ccc(NC(=O)C(=O)NC2CC2)cc1F,56
COc1cc(/C=C/C(=O)Nc2nc3ccc4nc(C)sc4c3s2)cc(OC)c1OC,80
O=C(O)C1CC(=O)N(c2cccc(F)c2)C1 (stereo not given),67
O=C(CN1C(=O)CSC1=S)NNc1ccc([N+](=O)[O-])cc1[N+](=O)[O-],60
O=C(NC1Cc2ccccc2C1)c1cncc(Br)c1,40
CC(=O)Nc1ccc(Nc2cc(C)nc(-n3nc(C)cc3C)n2)cc1,54
O=C(O)c1c(-c2cccs2)nnc2ccccc12,57
CC(C)=CC1C(C(=O)O)C1(C)C (stereo not given),53
CNC[C@H](O)c1cccc(O)c1,67&58
COc1cc(C(=O)NS(=O)(=O)c2ccc(N)cc2)cc(OC)c1OC,60
Cc1cc(NC(=O)CCOc2ccccc2)n(-c2nc3c(F)cccc3s2)n1,65
O=C(NCc1ccccc1)NC12CC3CC(CC(C3)C1)C2,62
O=C(/C=C/c1cccs1)Nc1nnc(CSc2ccccc2)o1,60
CN(C)c1ccc(SC#N)cc1,52
C#CCn1c(=NC(=O)c2ccn(C)n2)sc2ccccc21,71
Cc1noc(C)c1CN1CCN(c2ccccc2)CC1,62
CC(C)(C)c1ccc(NC(=O)c2ccco2)c(NC(=O)C(Cl)(Cl)Cl)c1,63
CCOC(=O)NN(C(=O)OCC)c1c(C)c(C)c(C)c(C)c1C,59
O=C(Cc1ccccc1Cl)NCCOc1cc(N2CCCCC2)ncn1,60
Nc1ccc(S(=O)(=O)Nc2cnc3ccccc3n2)cc1,64&57
CN(C)CCN(Cc1cccs1)c1ccccn1,54&57&60
O=S(=O)(NCC1(c2cccs2)CCCC1)c1ccc2c(c1)OCCO2,70
O=S(=O)(NCCOc1ccccc1)c1ccc(F)cc1,61
CNCC(O)c1ccc(OC(=O)C(C)(C)C)c(OC(=O)C(C)(C)C)c1 (stereo not given),91
Cc1cccc(NC(=O)C(=O)NCCN2CCN(c3ccccc3)CC2)c1,61
COc1ccc(-c2nnc(SC/C=C/c3ccccc3)n2-c2ccccc2)cc1OC,59
N#C/C(=N/O)C(=O)c1ccco1,55
CC1(C)COc2ccc(NC(=O)Cc3ccc(-c4ccccc4)cc3)cc2NC1=O,69
COc1ccc(Cl)cc1C(=O)Nc1nc(CN2CCc3ccccc3C2)cs1,81
COc1cc(C(=O)NCC(c2cccn2C)N2CCc3ccccc3C2)cc(OC)c1OC (stereo not given),63
CCN(CC)C(=O)Cn1cc(C(=O)C(=O)NCc2ccc(F)cc2)c2ccccc21,66
COCCNC(=O)Cn1nc(C2CC2)c2cnn(-c3ccc(F)cc3)c2c1=O,64
Cc1cc(C(=O)N2CCC(c3nnc(-c4ccc(F)cc4)o3)CC2)no1,58
COc1ccc(N=C(N)N=C(N)N)cc1,63
CCN(CC)S(=O)(=O)CCNC(=O)c1ccc(F)cc1,57
FC(F)(F)c1ccncc1-c1noc(-c2ccccc2)n1,61
CCOC(=O)c1c(-c2ccc(OC)cc2)csc1NC(=O)c1cccnc1,53
Cn1ccc(C(=O)Nc2cccc(Cl)c2Cl)n1,69
Cc1cc(C)cc(NC(=O)CSc2ncc(CO)n2CC(=O)NCc2ccc(Cl)cc2)c1,61
COc1ccc(-c2cn[nH]c2C)cc1,53
COc1ccc(NC(=O)CN2C(=O)c3ccccc3C2=O)c2ccccc12,76
CCN(CC)S(=O)(=O)c1ccc(N=Nc2c(N)[nH]c(=O)[nH]c2=O)cc1,57
O=C(Cc1ccccc1)NCCOc1ccc2nnc(-c3ccccc3)n2n1,69
O=C(OCc1cc(-c2cccs2)on1)C1CC(=O)N(c2ccc(F)cc2)C1 (stereo not given),58
Cc1nn(-c2ccc(F)cc2)c2ncc(C(=O)NCc3ccccc3Cl)c(Cl)c12,114
Cc1ccc(Cl)cc1S(=O)(=O)NCc1ccsc1,69
O=C(c1ccc2c(=O)n(-c3ccc(F)cc3)c(SCc3ccccc3F)nc2c1)N1CCOCC1,62
O=C(O)c1cc(-c2ccc(Cl)s2)[nH]n1,56
O=C(COc1ccc(Cl)cc1)Nc1cccc2c1C(=O)NC2=O,62
Cc1ccc(-c2cc(=O)n(CC(=O)NCC3CCCO3)cn2)cc1 (stereo not given),67

# Other records
molecule,RMI-FANCM inh
CCNc1nn(CC(=O)Nc2c(C)cccc2C)c(N)c1-c1nc(-c2ccccc2C)no1,66
COc1cccc(NC(=O)CC2CCCCN2S(=O)(=O)c2cccs2)c1 (stereo not given),69
CCOc1ccc(-c2nc(NC(=O)C3CCCN3S(C)(=O)=O)sc2C)cc1 (stereo not given),65
CCOc1ccc(-c2noc(Cn3c(=O)n(C(C)CC)c(=O)c4ccccc43)n2)cc1 (stereo not given),82
Cc1ccc(S(=O)(=O)NC(=O)OCCn2ncc3ccccc3c2=O)cc1,61
COc1ccccc1NC(=O)c1ccc2noc(-c3ccccc3)c2c1,74
O=C1CSC(=S)N1CC1CC1,48
Cc1nnc(-c2cn(CC(=O)NC3CCCCC3)c3ccccc23)o1,72
CS(=O)(=O)c1ccccc1-c1nnc(NC(=O)c2ccc3ncsc3c2)o1,55
O=C(Cc1ccc(-c2ccccc2)cc1)NCC1CCN(Cc2ccco2)CC1,78

# Some of these compounds in order of their number in RMI-FANCM inh, largest number first.
molecule,RMI-FANCM inh
O=c1ccc(-c2ccc(F)cc2)nn1CCCNS(=O)(=O)c1ccc2c(c1)OCCO2,67
C#C[C@]1(O)CCC2C3CCC4=CC(=O)CC[C@@H]4C3CC[C@@]21C (stereo not given in full),64
O=S(=O)(c1ccc(Cl)cc1)N1CCCC(c2nnc(Cc3ccc(F)cc3)o2)C1 (stereo not given),63
Cc1noc(C)c1CN1CCN(c2ccccc2)CC1,62
O=C(OCc1cc(-c2cccs2)on1)C1CC(=O)N(c2ccc(F)cc2)C1 (stereo not given),58
O=C(CSc1nnc(Cc2ccc(Cl)cc2)n1-n1cccc1)Nc1ccccc1,56
CCOC(=O)c1c(-c2ccc(OC)cc2)csc1NC(=O)c1cccnc1,53

# (further entries)
molecule,RMI-FANCM inh
O=c1cc(-c2ccccc2)nc(SCc2nc(-c3cccs3)no2)[nH]1,62
COc1ccc(-n2c(SCc3ccc(C)cc3)nc3cc(C(=O)NCc4ccco4)ccc3c2=O)cc1OC,67
O=C(C1CCN(c2ccc(-c3cccs3)nn2)CC1)N1CCc2ccccc21,58
CN(C)C=Nc1nc2c(s1)CCc1ccccc1-2,55
CCn1nnc2c(NCc3c(F)cccc3F)ncnc21,55
CCOC(=O)CSc1nnc(CNC(=O)C23CC4CC(CC(C4)C2)C3)n1Cc1ccccc1,60
CCn1cccc(-c2nnc(SCC(=O)Nc3ccc(C(F)(F)F)cc3)n2C)c1=O,62
O=S(=O)(NC1CC1)c1ccc2ccccc2c1,59
O=C(Nc1ccc(SCC(=O)N2CCN(c3ccccc3)CC2)nn1)c1ccccc1,71
N=c1sc2ccccc2n1-c1ccccc1,52
CC(=O)c1ccc(NS(=O)(=O)c2ccc(Oc3ccccc3C)cc2)cc1,57
COc1ccc(C2N(C)C(=O)c3ccccc3S2(=O)=O)cc1 (stereo not given),54

# Fetched by compound from above:
molecule,RMI-FANCM inh
COc1ccc(C2N(C)C(=O)c3ccccc3S2(=O)=O)cc1 (stereo not given),54
CCOC(=O)CSc1nnc(CNC(=O)C23CC4CC(CC(C4)C2)C3)n1Cc1ccccc1,60
N=c1sc2ccccc2n1-c1ccccc1,52

# High-throughput results deposited in PubChem by Small Molecule Screening Facility, UW Madison.

# Not all compounds are listed, so the mix of outcomes need not match the whole.
